DLD1 CTGF mRNA: YAP1 pathway inhibitors via CTGF transcript, primary screen, DLD1 colon cancer cells, RT-qPCR, single point (AID 743449); DLD1 CTGF mRNA qPCR, 24 h; hits give high values; hit rate 0.9% among 9,900; inhibition, % at 12.5 µM;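 active = mean normalized replicate activity at least 50 and at least half of replicates each reaching 50; inconclusive = only one of the two criteria met; inactive = neither criterion met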;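 also: 0% = neutral control wells and 100% = dasatinib control wells; higher means stronger suppression of CTGF expression like dasatinib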
Pax4 mRNA alpha TC1: activators of Pax4 gene expression, primary screen, RT-PCR, mouse alpha TC1 cells, single point (AID 1053180) | activation, % at 10 µM | mouse alpha TC1 cells, Pax4 mRNA qPCR, 6 days; hits give high values; 100% = Pax4 plasmid added at qPCR | hit rate 0.2% among 9,600;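 active = highest normalized replicate activity of 15 or more, or at least half the replicates reach 15 or more; inactive = neither condition met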;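 also: pax4 Ct normalized to GAPDH with activation seen as lower delta delta Ct; plate controls were plate neutral control wells for no effect and Pax4 plasmid positive control for full effect; each compound tested in two replicate wells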
* hit, by the source's call; ? = inconclusive; nt = not tested or not shown; & = joins results of further samples. These rows are one share of the data (hit frequency here may not be typical).

SMILES	DLD1 CTGF mRNA	Pax4 mRNA alpha TC1
N#Cc1cccc(-c2ccc(C3[C@@H]4CN(C(=O)Cc5ccncc5)C[C@H]3N4)cc2)c1 (stereo not given in full)	-64.4&-79.1	0.0&0.0
C[C@H]1CN([C@@H](C)CO)C(=O)c2ccccc2-c2ccccc2CO[C@H]1CN(C)Cc1ccccc1C(F)(F)F	12.5	0.3
COCC(=O)N1CC2(C1)[C@@H](c1ccccc1)[C@@H](CO)N2CCC(F)(F)F	-12.5	nt
CO[C@H]1CN(C)C(=O)c2cc(NC(=O)Nc3cccc(Cl)c3)ccc2OC[C@H](C)N(C(=O)Nc2c(C)noc2C)C[C@@H]1C	-12.0	0.0
CN(C)C(=O)c1ccc(-c2cccc(-c3nc(C(=O)NC4CCCCC4)cc4c3[C@H](CCO)N([S@@](=O)C(C)(C)C)C4)c2)cc1	11.1	0.0
CC(C)[C@@H]1CC=CC[C@@H](C)Oc2ccccc2C(=O)N(C)[C@H](Cc2ccccc2)C(=O)N1 (mixture of isomers)	38.9	0.1
CN1[C@@H]2c3ccc(-c4cccnc4)c(=O)n3C[C@@H]2[C@@H](CO)[C@@H]1C(=O)N1CCc2ccccc2C1	3.4	0.0
COc1ccc(NC(=O)N2CC(=O)N3[C@H](CO)[C@@H](c4ccc(Br)cc4)[C@H]3C2)cc1	2.9	0.0
O=C(CCN1CCCCC1)N[C@H]1CC[C@@H](CCn2cc(-c3cccc(F)c3)nn2)O[C@@H]1CO	-18.8	0.0
CN1C(=O)c2cc(NC(=O)Nc3ccccc3F)ccc2OC[C@@H]2O[C@H](CC(=O)NCCc3ccncc3)CC[C@@H]21	-8.2	0.0
CCS(=O)(=O)Nc1ccc2c(c1)C(=O)N(C)C[C@H](OC)[C@@H](C)CN(C(=O)c1ccc3c(c1)OCO3)[C@@H](C)CO2	-0.3	0.0
CO[C@@H]1CN(C)C(=O)c2ccc(NC(=O)Nc3cc(F)ccc3F)cc2OC[C@H](C)N(C(=O)c2ccccn2)C[C@@H]1C	8.1	0.0
COc1ccc(C[C@H]2CCn3nncc3COC[C@H](c3ccccc3)NC2=O)cc1	-11.4	0.0
COc1ccc(CN(C)C[C@H]2OCCCC[C@H](C)Oc3ccc(NC(=O)C4CCCCC4)cc3C(=O)N([C@H](C)CO)C[C@@H]2C)cc1	-11.9	0.0
Cc1noc(C)c1NC(=O)Nc1ccc2c(c1)C(=O)N([C@H](C)CO)C[C@@H](C)[C@@H](CN(C)S(=O)(=O)c1ccc(F)cc1)O2	-12.3	0.0
CN(C)C(=O)C[C@@H]1C[C@H]2c3cc(NC(=O)c4cccnc4)ccc3O[C@H]2[C@H](CO)O1	-34.6	0.0
C[C@@H]1CN([C@H](C)CO)C(=O)c2cccc(N(C)C)c2O[C@H]1CN(C)C(=O)Nc1ccc(F)cc1	-15.7	0.0
C[C@H]1CN([C@@H](C)CO)C(=O)c2ccccc2-c2ccccc2CO[C@H]1CN(C)C(=O)Nc1cccc(C(F)(F)F)c1	-40.8	0.0
FC(F)(F)c1cccc(CN2[C@@H]3CNC[C@H]2[C@@H]3c2ccc(-c3cccnc3)cc2)c1	-0.9	0.0
C[C@H]1CN([C@@H](C)CO)C(=O)c2ccccc2-c2ccccc2CO[C@@H]1CN(C)C(=O)Nc1cccc(Cl)c1Cl	27.9	0.1
CO[C@@H]1CN(C)C(=O)c2ccc(NC(=O)Nc3ccccc3F)cc2OC[C@H](C)N(CC2CC2)C[C@@H]1C	-35.8	0.0
C[C@H]1CCCCO[C@H](CN(C)C(=O)Nc2ccccc2)[C@@H](C)CN([C@@H](C)CO)C(=O)c2cc(NC(=O)Nc3ccccc3)ccc2O1	21.6	0.0
CO[C@H]1CC[C@H]2CCOc3c(C#N)cccc3C(=O)N(C)CCCC(=O)N(C)C[C@H]1O2	15.1	0.0
CN1CCN(C(=O)[C@@H]2[C@@H](CO)[C@@H]3Cn4c(cccc4=O)[C@@H]3N2Cc2cc(F)ccc2F)CC1	25.9	0.0
COc1ccccc1NC(=O)N1C[C@@H](O)COC[C@@H]2O[C@@H](CC(=O)NCCc3ccncc3)CC[C@H]21	-20.4	0.0
O=C(Cc1cccnc1)N1[C@H](CNCC2CCC2)[C@H](c2ccccc2)[C@@H]1CO	-21.2	0.0
COc1cccc(C#Cc2ccc([C@@H]3[C@H](CO)N4C(=O)CN(C(=O)Cc5cccnc5)C[C@@H]34)cc2)c1	-44.8	0.0
C[C@@H]1CN([C@@H](C)CO)C(=O)c2ccccc2-c2ccccc2CO[C@H]1CN(C)C(=O)[C@@H](Cc1ccccc1)N(C)C	-5.7	0.0
CO[C@@H]1CN(C)C(=O)c2ccc(NC(=O)NC(C)C)cc2OC[C@@H](C)N(Cc2ccc(-c3ccccn3)cc2)C[C@H]1C	24.3	0.0
C[C@@H]1CN([C@H](C)CO)C(=O)c2cc(NS(=O)(=O)c3cn(C)cn3)ccc2O[C@H]1CN(C)C(=O)Nc1cccc2ccccc12	3.8	0.0
COc1ccc(S(=O)(=O)N(C)C[C@@H]2Oc3ccc(NC(=O)Cc4cn(C)c5ccccc45)cc3C(=O)N([C@H](C)CO)C[C@H]2C)cc1	13.9	0.1
O=C(C1CCOCC1)N1CC(=O)N2[C@H](C1)[C@@H](c1ccc(C#CCc3ccccc3)cc1)[C@@H]2CO	-62.1	0.0
COCC(=O)N1[C@H](CO)[C@H]2c3ccccc3N(C)C[C@H]21	-27.8	0.0
CO[C@H]1CN(C)C(=O)c2cccc(C#N)c2OCC[C@@H]2CC[C@@H](OC)[C@@H](CN(C)C(=O)[C@@H]1C)O2	-24.9	0.0
O=C(NCc1ccc(F)cc1)[C@@H]1[C@@H](CO)[C@@H]2Cn3c(cccc3=O)[C@@H]2N1C(=O)c1cccnc1	0.3	0.0
CCC(=O)N1C[C@@H](O)COC[C@H]2O[C@@H](CC(=O)NCc3ccc(Oc4ccccc4)cc3)CC[C@@H]21	-6.6	0.0
CN1C(=O)c2cc(NC(=O)Nc3ccccc3Cl)ccc2OC[C@H]2O[C@@H](CC(=O)NCCCN3CCOCC3)CC[C@@H]21	-3.8	0.0
C[C@H](CO)N1C[C@H](C)[C@H](CN(C)Cc2ccc(C(=O)O)cc2)Oc2ccc(NC(=O)CCN3CCOCC3)cc2CC1=O	-30.1	0.0
COCC#Cc1ccc([C@H]2[C@@H](CO)N3C(=O)CN(C(=O)C4CCCCC4)C[C@@H]23)cc1	10.7	0.0
C/C=C/c1ccc([C@@H]2[C@@H](CO)N(C(C)=O)[C@@H]2CNC(=O)c2ccccc2)cc1	27.3	0.0
Cc1noc(C)c1NC(=O)Nc1ccc2c(c1)C(=O)N([C@@H](C)CO)C[C@H](C)[C@@H](CN(C)Cc1ccc3c(c1)OCO3)OCCCC[C@@H](C)O2	-8.8	0.0
COc1ccccc1CNC(=O)C[C@H]1C[C@H]2c3cc(NC(=O)C4CCC4)ccc3O[C@H]2[C@H](CO)O1	-2.4	0.0
O=C(C[C@H]1CC[C@@H]2[C@H](COC[C@H](O)CN2C(=O)c2ccc(F)cc2)O1)N1CCCCC1	-15.1	0.0
COc1cccc(C#Cc2ccc3c(c2)O[C@@H](CN(C)C(=O)CN2CCOCC2)[C@H](C)CN([C@H](C)CO)S3(=O)=O)c1	8.8	0.0
C[C@H](CO)N1C[C@H](C)[C@@H](CN(C)CC2CCCCC2)OCCCC[C@H](C)Oc2ccc(NS(C)(=O)=O)cc2C1=O	-12.9	0.0
C[C@@H]1CCCCO[C@@H](CN(C)S(=O)(=O)c2ccc(F)cc2)[C@@H](C)CN([C@H](C)CO)C(=O)c2cc(N(C)C)ccc2O1	16.2	0.0
O=C(C1CCC1)N1CC2(C1)[C@H](c1ccccc1)[C@H](CO)N2Cc1nccs1	-28.7	nt
C[C@@H]1CN([C@@H](C)CO)C(=O)CCCn2cc(nn2)CO[C@@H]1CN(C)Cc1ccccc1	26.1	0.0
COc1ccc(NC(=O)N[C@@H]2CC[C@@H](CCNC(=O)CN3CCOCC3)O[C@@H]2CO)cc1	21.5	0.0
O=C1CNC[C@H]2[C@@H](c3ccc(C#CC4CCCCC4)cc3)[C@@H](CO)N12	18.4	0.0
COc1cc(CN2CC3(CN(C(=O)Nc4c(C)noc4C)C3)c3c([nH]c4cc(OC)ccc34)[C@@H]2CO)cc(OC)c1	-6.6	0.0
CCCN1[C@H](CO)[C@H](c2ccc(C3=CCCC3)cc2)[C@H]1CNC(=O)NC(C)C	-47.7	0.0
O=C(c1ccccc1F)N1CC(=O)N2[C@H](CO)[C@@H](c3ccc(C#Cc4ccccc4)cc3)[C@H]2C1	8.3	0.0
CO[C@H](CN(C)CC1CCOCC1)[C@@H](C)CN(C(=O)Nc1ccc(F)cc1)[C@H](C)CO	-1.0	0.0
CN1CCN(C(=O)C[C@H]2C[C@@H]3c4cc(NS(C)(=O)=O)ccc4O[C@@H]3[C@@H](CO)O2)CC1	-5.3	0.0
C[C@@H]1CN([C@@H](C)CO)C(=O)c2cc(NC(=O)Nc3ccc(C(F)(F)F)cc3)ccc2O[C@@H](C)CCCCO[C@H]1CN(C)S(=O)(=O)c1ccc(Cl)cc1	26.0	0.0
O=C(C[C@H]1CC[C@H]2[C@@H](COC[C@@H](O)CN2Cc2cc(F)cc(F)c2)O1)Nc1nccs1	-22.0	0.0
CC(=O)N1[C@H](CNC(=O)C2CC2)[C@@H](c2ccc(-c3ccccc3)cc2)[C@@H]1CO	8.6	0.0
O=C(c1cccc(F)c1)N1CC2(C1)[C@@H](c1ccccc1)[C@@H](CO)N2C(=O)C1CCCCC1	-3.7	nt
CCc1cnc(N2[C@H](C#N)[C@H](c3ccc(-c4cccc(F)c4)cc3)[C@@H]2CO)s1	-20.6	0.0
Remaining list, next part:
SMILES	DLD1 CTGF mRNA	Pax4 mRNA alpha TC1
O=C(CC(F)(F)F)N1C[C@H]2[C@@H](c3ccccc31)[C@@H](CO)N2C(=O)c1ccncc1	-30.3	0.0
C/C=C/c1ccc([C@H]2[C@@H](C#N)N(c3nc(CC)cs3)[C@@H]2CO)cc1	16.7	0.0
C[C@H]1CN([C@@H](C)CO)C(=O)CCCn2nncc2CO[C@@H]1CN(C)S(=O)(=O)c1cn(C)cn1	11.2	0.0
O=C(C1CCC1)N1CC(=O)N2[C@H](C1)[C@H](c1ccc(Br)cc1)[C@@H]2CO	0.1	0.0
C[C@H](CO)N1C[C@H](C)[C@H](CN(C)Cc2ccncc2)OCCCC[C@H](C)Oc2ccc(NS(=O)(=O)c3ccc(Cl)cc3)cc2C1=O	-8.2	0.0
O=C(C[C@@H]1CC[C@@H]2[C@H](COC[C@H](O)CN2CCc2ccccc2)O1)NCCCN1CCOCC1	16.2	0.0
C[C@@H]1CN([C@H](C)CO)C(=O)c2cc(Br)cnc2O[C@H]1CN(C)C(=O)Nc1ccc2c(c1)OCO2	-15.9	0.0
CCCC#Cc1ccc([C@@H]2[C@@H](CO)N3C(=O)CN(S(=O)(=O)c4ccccc4C)C[C@@H]23)cc1	-13.7	0.0
C[C@H]1CN([C@@H](C)CO)S(=O)(=O)c2ccc(C#Cc3ccccc3F)cc2O[C@@H]1CN(C)C(=O)Cc1cccnc1	?	0.0
CNC[C@H]1Oc2ccc(NS(=O)(=O)c3ccc(OC)cc3)cc2C(=O)N([C@@H](C)CO)C[C@@H]1C	-2.4	0.0
C[C@@H]1CN([C@@H](C)CO)C(=O)c2cc(NS(=O)(=O)c3cn(C)cn3)ccc2O[C@@H](C)CCCCO[C@H]1CN(C)Cc1ccc2c(c1)OCO2	21.8	0.0
Cc1ccc(S(=O)(=O)N[C@@H]2CC[C@H](CC(=O)NCc3ccncn3)O[C@@H]2CO)cc1	-8.5	0.0
O=C(C[C@@H]1CC[C@@H]2[C@H](COC[C@H](O)CN2S(=O)(=O)c2cccc(F)c2)O1)NCc1ccncn1	-8.4	0.0

High-throughput results as filed in PubChem.
